NCI-60 one-dose screen, 48 h, at 10 µM unless noted. Numbers give growth in % (100 = growth as untreated, 0 = no growth, -100 = all killed).
HT29: HT29 colon cancer. 81,000 tested, 7.4% active. AID 1794748
SNB-75: SNB-75 CNS cancer | 79,000 tested, 5% active | AID 1794750
HCT-15: HCT-15 colon cancer | 82,000 tested, 5.2% active | AID 1794746
HCT-116: HCT-116 colon cancer. 82,000 tested, 7.3% active. AID 1794798
SNB-19: SNB-19 CNS cancer cells | 81,000 tested, 2.5% active | AID 1794751
COLO 205: COLO 205 colon cancer | AID 1794742 | 79,000 tested, 7.3% active
SW-620: SW-620 colon cancer; 82,000 tested, 5.2% active; AID 1794795
HCC-2998: HCC-2998 colon cancer; AID 1794799; 79,000 tested, 4.7% active
KM12: KM12 colon cancer cells | AID 1794800 | 82,000 tested, 5% active
Numbers without * were called inactive; . = not tested or not shown; & = joins results of further samples. Rule for the calls: active = growth percent below 10; inactive = the rest. No enrichment for hits; any-hit rate near 10%.

1: O=c1c2ccccc2sc2cccc(NCCCN3CCN(CCCNc4cccc5sc6ccccc6c(=O)c45)CC3)c12
2: O=C(O)CCCCCCC[C@@H](O)[C@@H](O)CCCCCCO
3: CCOC(=O)/C(=C\n1c(=O)[nH]c(=O)[nH]c1=S)C(=O)c1ccccc1
4: COc1cc(-c2nc3ccc(-c4nnc(SCC(=O)Nc5ccc(C(=O)/C=C/c6ccc(Cl)cc6)cc5)o4)cc3[nH]2)cc(OC)c1OC
5: CCN1CCN(c2cc(C(F)(F)F)nc(NCCCNc3ccnc4cc(Cl)ccc34)n2)CC1
6: CSc1nc(=O)[nH]c2c1nc(SC)n2-c1ccccc1
7: CCNc1cc(S(=O)(=O)O)ccc1C
8: CC(CCc1ccccc1)NCC(O)c1ccc(O)c(C(N)=O)c1 (centres undefined)
screen / no.	1	2	3	4	5	6	7	8
HT29	106	114	86	102	54	94	102	107
SNB-75	101	92	90	85	78	91	99	92
HCT-15	106	109	103	87	70	107	105	110
HCT-116	92	102	95	82	56	100	98	113
SNB-19	.	110	101	93	93	106	104	104
COLO 205	112	99	109	108	67	100	93	106
SW-620	103	104	113	100	105	100	104	107
HCC-2998	109	109	100	120	108	110	103	114
KM12	105	107	103	91	84	.	107	108

9: O=C(NCC(c1ccsc1)N1CCCCCC1)c1ccc(C(F)(F)F)cc1 (centres undefined)
10: CC(=O)Nc1ccc(-c2cc3c(NCc4ccc(C(F)(F)F)cc4)ncnc3s2)cc1
11: Cc1nc(Nc2nc(-c3ccccn3)nc(C(Cl)(Cl)Cl)n2)sc1C
12: COc1cccc(C2CC(=O)N(c3ccc(F)cc3)C3=C2C(=O)OC3)c1 (centres undefined)
13: COc1ccc(C(=O)CSc2nc3c(c(Nc4ccc(S(N)(=O)=O)cc4)n2)CCC3)cc1
14: CCOC(=O)c1cc(C(=O)OCC)c(C)nc1C
15: COc1ccc(N/C=C/C(=O)c2ccc3c(c2)Nc2ccccc2S3)c(OC)c1
16: C[C@@H]1CC[C@@]2(C)C(C(=O)O)=CCC[C@@H]2[C@@]1(C)CC(=O)c1ccoc1
screen / no.	9	10	11	12	13	14	15	16
HT29	82	109	86	95	109	104	74	110
SNB-75	88	98	75	81	92	99	88	90
HCT-15	100	76	54	104	99	102	54	101
HCT-116	89	71	57	123	109	105	55	96
SNB-19	88	89	77	105	99	103	66	99
COLO 205	102	101	99	107	108	109	85	.
SW-620	97	108	82	109	98	110	93	102
HCC-2998	102	88	100	99	104	103	95	118
KM12	77	75	77	104	101	111	60	103

17: COC(=O)CC(=O)C1(C)CC1
18: CCCCNC(=O)Oc1ccc(/C(=C(/CC)Cc2ccccc2)c2ccc(OCCCN(C)C)cc2)cc1
19: C/C=C(/C[N+](=O)[O-])c1ccccc1
20: c1ccc(Nc2nnc3c4[nH]cnc4ncn23)cc1
21: CN(CC(=O)O)c1ccc(/C=C/c2ccnc3ccccc23)cc1
22: Nc1nc(=O)n(C2CC(O)C(CO)O2)cc1Cl (centres undefined)
23: COc1ccc(NCc2nnc(-c3ccc(OC)c(OC)c3)o2)cc1
24: Cc1cc(N)ccc1Cc1ccc(N)cc1C
screen / no.	17	18	19	20	21	22	23	24
HT29	107	15	114	98	89	100	89	101
SNB-75	78	76	107	70	90	76	80	85
HCT-15	95	58	105	88	84	.	100	102
HCT-116	105	68	103	104	89	97	82	92
SNB-19	99	91	100	105	88	84	90	96
COLO 205	109	21	97	99	91	112	97	107
SW-620	101	77	102	91	84	103	101	99
HCC-2998	115	88	.	99	92	98	112	104
KM12	107	78	109	85	85	109	98	98

25: NC1NNC(=S)S1 (centres undefined)
26: CN(C)c1ccc(/C=C/c2ccc3ccccc3n2)cc1
27: Clc1ccc(CN2CCCc3ccccc32)cc1
28: NCC1=C(c2ccccc2)Nc2ncc(-c3ccc(Cl)cc3)n2C1O (centres undefined)
29: CCOC(C)Oc1ccccc1 (centres undefined)
30: Cc1cc(=O)[nH]c(Nc2nc3ccccc3[nH]2)n1
31: N#Cc1ncc(-c2ccc(C(F)(F)F)cc2)c(N2CCC3(CC2)OCCO3)n1
32: C=C1CC[C@H](C(C)C)[C@@H]2[C@H]1[C@H]1C[C@](C)(O)[C@@H](OCC)CC[C@@](C)(O)[C@@H]2O1
screen / no.	25	26	27	28	29	30	31	32
HT29	99	.	92	93	105	98	92	100
SNB-75	84	99	96	77	93	63	94	79
HCT-15	99	68	106	102	100	84	92	96
HCT-116	95	108	81	95	103	77	92	90
SNB-19	100	92	92	100	111	82	105	94
COLO 205	123	86	93	101	103	98	95	109
SW-620	105	96	122	105	105	95	106	107
HCC-2998	105	80	94	107	95	.	101	108
KM12	107	75	99	92	98	102	99	113

33: CC1(C)C(C(N)=O)C(=O)NC(=O)C1C(N)=O (centres undefined)
34: CCOC(=O)c1[nH]c(=S)nc(-c2ccc(F)cc2)c1C(=O)c1ccc(Br)cc1
35: O=[N+]([O-])c1ccc(CCCl)cc1
36: Nc1nc2cc(Cl)ccc2n1N
37: Cc1cccc(CC(CC(=O)O)C(=O)O)c1 (centres undefined)
38: Cc1ccc(S(=O)(=O)Oc2ccc(-c3ccc(OS(=O)(=O)c4ccc(C)cc4)cc3)cc2)cc1
39: O=C1CSC(/C=C/c2ccccc2)N1c1nnc(Cn2cnnc2)o1 (centres undefined)
40: Brc1cccc[n+]1CCCC[n+]1ccccc1Br
screen / no.	33	34	35	36	37	38	39	40
HT29	112	105	104	102	92	89	108	102
SNB-75	105	81	93	95	93	98	86	85
HCT-15	100	102	109	108	102	94	99	99
HCT-116	97	101	101	96	75	81	83	96
SNB-19	112	101	105	118	106	102	90	105
COLO 205	109	120	112	104	99	96	.	105
SW-620	101	99	101	103	107	98	102	108
HCC-2998	101	113	115	108	99	96	93	100
KM12	109	101	105	99	104	98	100	111

41: COc1cccc(-c2nc3sccn3c2-c2ccnc(NCCNC(=O)c3ccc(N4CCOCC4)c(C(F)(F)F)c3)n2)c1
42: COc1cc(-c2cc3cc(Cl)cc(Cl)c3oc2=O)cc(OC)c1OC
43: O=C(Nc1ncc(Cc2ccc(Br)cc2)s1)C1=NCCCCN1
44: O=C1/C(=C/c2ccc([N+](=O)[O-])s2)Oc2ccc(Cl)cc21
45: CC(C)COC(=O)N1c2ccccc2C=CC1OCC(C)C (centres undefined)
46: O=C1c2ncccc2/C(=C/c2ccccc2)N1Cc1ccccc1
47: COc1cc2c(cc1OC)-n1c(cnc1-c1ccccc1)N1NCC(=O)C=C21
48: CCCOC(=O)CC(O)C(=O)OCCC (centres undefined)
screen / no.	41	42	43	44	45	46	47	48
HT29	50	101	109	-36*	.	111	101	92
SNB-75	82	64	98	-15*	91	88	.	86
HCT-15	67	103	102	-40*	108	97	104	106
HCT-116	83	101	101	-53*	104	93	103	124
SNB-19	105	97	109	7.1*	102	110	95	100
COLO 205	69	100	107	-70*	110	.	100	122
SW-620	108	108	98	-64*	106	107	107	110
HCC-2998	93	100	114	-75*	110	100	113	96
KM12	76	105	102	-53*	110	102	101	100

49: COc1ccc(-c2cc(-c3cccnc3)nc(SCC(=O)Nc3ccccc3)c2C#N)cc1OC
50: CCOC(=O)C1CCCN1C(=O)C1(NC(C)=O)CCCC1 (centres undefined)
51: Nc1nc(N)c2c(ccc3nccc32)[nH]1
52: O=C(c1ccc(-c2ccccc2)cc1)C1(Br)CCCCC1
53: CCCCCCCCN(CCCCCCCC)CC(O)c1cc(Cl)ccc1OC (centres undefined)
54: O=C(Nc1ccc(-c2cccc(Oc3ccc4nnc(Cl)n4n3)c2)cc1)C1CC1
55: CC(=O)NC1CCC(NC(=O)C2CCC3NOC(C4CCCCC4)C3C2)CC1 (centres undefined)
56: CCn1c2ccc(/C=N\N=C(N)N)cc2c2cc(/C=N/N=C(N)N)ccc21
screen / no.	49	50	51	52	53	54	55	56
HT29	.	124	27	101	39	108	104	44
SNB-75	103	96	79	91	76	103	95	103
HCT-15	109	106	47	98	62	85	96	73
HCT-116	82	96	15	108	36	92	100	24
SNB-19	102	125	62	94	91	95	98	55
COLO 205	106	105	71	119	56	115	112	71
SW-620	107	100	29	108	67	103	106	49
HCC-2998	99	108	54	123	52	112	105	94
KM12	94	91	62	104	62	96	108	64

57: CC(=O)OC[C@]12CC[C@@H](C(=O)N3CCNCC3)[C@@H]1[C@H]1CC[C@@H]3[C@@]4(C)CC[C@H](OC(C)=O)C(C)(C)[C@@H]4CC[C@@]3(C)[C@]1(C)CC2
58: S=C(S)OCCSc1nnc(SCCOC(=S)S)s1
59: CC(=O)[C@@H]1CC[C@]2(C(N)=O)CC[C@]3(C)[C@H](CC[C@@H]4[C@@]5(C)CCC(=O)C(C)(C)[C@@H]5CC[C@]43C)[C@@H]12
60: COC(=O)/C=C(\C)Nc1ccc(Cc2ccc(N/C(C)=C/C(=O)OC)cc2)cc1
61: Nc1nc(-c2cccc(Cl)c2)nn1-c1nc2ccccc2s1
62: CCN(CC)c1ccc(N=Nc2ccc(C)cc2)cc1
63: O=C1NCCN1/N=C/c1c(Cl)n(Cc2ccc(Cl)cc2)c2ccccc12
64: O=C(NNC(=O)c1ccncc1)Nc1ccc(Br)cc1
screen / no.	57	58	59	60	61	62	63	64
HT29	104	107	96	105	104	85	111	113
SNB-75	70	86	89	93	84	103	94	94
HCT-15	99	98	103	104	95	60	93	102
HCT-116	77	98	90	105	101	79	89	103
SNB-19	88	98	102	105	97	.	107	110
COLO 205	92	113	102	99	111	86	75	102
SW-620	89	101	110	103	94	.	108	105
HCC-2998	101	94	107	106	106	95	96	104
KM12	93	102	100	104	98	.	110	101

65: COC(c1ccccc1)(c1ccccc1)N(C)C
66: CCOC(=O)c1cocc1C(=O)O
67: O=C(/C=C/c1cccc(C(F)(F)F)c1)Nc1cccc(C(F)(F)F)c1
68: CN(C)CCOC(=O)Nc1ccccc1C(F)(F)F
69: CC1([N+](=O)[O-])COC2(CCCCC2)OC1
70: COc1ccc(C(=O)c2ccccc2O)c(O)c1
71: Cc1c(-c2ccc(O)cc2)n(Cc2ccc(OCCN3CCCCCC3)cc2)c2ccc(O)cc12
72: O=P(O)(O)Cc1c(Cl)c(Cl)c(CP(=O)(O)O)c(Cl)c1Cl
73: CCSCN1CCN(C)CC1
screen / no.	65	66	67	68	69	70	71	72	73
HT29	103	110	51	99	105&119	102&116	59	115	107
SNB-75	93	83	98	96	96&93	103&98	43	118	83
HCT-15	103	103	15	108	108&105	100&102	20	102	103
HCT-116	95	103	21	104	113&112	105&100	59	107	111
SNB-19	105	107	82	101	110&109	105&104	88	104	104
COLO 205	109	108	38	112	110&112	109&106	106	107	99
SW-620	106	103	34	114	105&109	102	66	107	97
HCC-2998	.	103	57	106	128&100	100&107	114	108	100
KM12	99	104	24	97	110&122	111&103	73	110	96

Screening data: PubChem, NCI
